NR2F2 inh = blocks human COUP-TFII nuclear receptor | P24468 | HEK293T NGFI-A luciferase reporter, luminescence | inhibition, % at 8.6 µM | hit rate 0.7% among 370,000 | AID 686940;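 active = inhibition above a per-plate cutoff, mean inhibition of test wells between control levels plus 3 SD, cut at about 38% in these data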;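 note: cells cotransfected with COUP-TFII expression vector driving the NGFI-A reporter; 0% = median of COUP-TF2 test wells and 100% = reporter-only cells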
MC4R ag barr = agonists of human melanocortin 4 receptor (MC4R) beta-arrestin; P32245; U2OS MC4R beta-arrestin complementation, luminescence; percent of melanotan II response, DMSO zero; activation, % at 8.9 µM; hit rate 0.98% among 360,000;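 active = activation above a per-plate cutoff, the mean activation of sample wells on that plate plus 3 SD, cut at about 8% in these data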
Target sequence (P32245 whole entry, looked up): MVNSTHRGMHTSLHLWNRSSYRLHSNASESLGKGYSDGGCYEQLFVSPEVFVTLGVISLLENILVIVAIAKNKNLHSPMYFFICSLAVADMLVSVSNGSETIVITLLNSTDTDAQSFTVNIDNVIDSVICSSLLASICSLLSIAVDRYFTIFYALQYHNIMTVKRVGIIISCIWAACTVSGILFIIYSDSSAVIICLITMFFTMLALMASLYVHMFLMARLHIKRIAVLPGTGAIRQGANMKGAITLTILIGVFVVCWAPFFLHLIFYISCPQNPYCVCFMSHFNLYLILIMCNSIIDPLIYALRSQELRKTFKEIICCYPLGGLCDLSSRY
NOD2-RIPK2 inh = blocks binding of human NOD2 to RIPK2; CHO BLA complementation NOD2-RIPK2, CCF4 ratio; AID 624267; O43353; inhibition, % at 4.98 µM; hit rate 0.38% among 360,000; in the data active = inhibition above about 21%;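 note: 0% = vehicle only and 100% = reference blocker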
Target sequence (O43353 whole entry, looked up): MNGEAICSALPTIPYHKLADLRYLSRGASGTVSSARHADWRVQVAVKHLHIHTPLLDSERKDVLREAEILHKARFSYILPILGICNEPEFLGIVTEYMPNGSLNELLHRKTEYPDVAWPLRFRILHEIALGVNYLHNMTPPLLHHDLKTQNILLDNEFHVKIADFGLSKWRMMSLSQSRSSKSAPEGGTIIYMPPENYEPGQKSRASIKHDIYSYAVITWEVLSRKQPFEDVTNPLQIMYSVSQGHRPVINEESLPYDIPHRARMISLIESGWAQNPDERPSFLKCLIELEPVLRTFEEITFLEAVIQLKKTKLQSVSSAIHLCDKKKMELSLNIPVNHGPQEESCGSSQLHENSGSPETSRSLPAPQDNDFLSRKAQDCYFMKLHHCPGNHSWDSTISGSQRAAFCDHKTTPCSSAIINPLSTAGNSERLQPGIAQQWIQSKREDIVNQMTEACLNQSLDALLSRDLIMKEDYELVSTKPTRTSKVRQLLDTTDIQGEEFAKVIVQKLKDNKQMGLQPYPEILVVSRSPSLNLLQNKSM
EBV LMP1 NFkB = reduces LMP1-driven NF-kappaB luciferase signal; LMP1-induced NF-kappaB luciferase reporter cells, luminescence; hit rate 0.69% among 350,000; inhibition, % at 12.5 µM; in the data active = inhibition above about 41%;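 note: 0% = neutral control wells and 100% = reference inhibitor control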
SRC3 inh = human NCOA3 inhibition | hit rate 0.17% among 360,000 | Q9Y6Q9 | inhibition, % at 3.6 µM | HEK293 GAL4-SRC3 luciferase reporter, luminescence;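 active = inhibition above a per-campaign cutoff, the mean of all compounds plus 3 SD, cut at about 60% in these data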;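 note: 0% = DMSO-treated cells and 100% = gossypol-treated cells at 36 µM; higher means less SRC3-driven luciferase light from the GAL4 reporter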
TLR9-MyD88 block = blocks human TLR9 binding to MyD88; Q9NR96+Q99836; CHO BLA complementation TLR9-MyD88, CCF4 FRET ratio; inhibition, % at 4.98 µM; hit rate 0.21% among 340,000;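 active = inhibition above the mean over all tested compounds plus 3 SD, cut at about 21% in these data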;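 note: 0% = DMSO only wells and 100% = clavulanate BLA inhibitor control wells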
SRC1 inh = human NCOA1 inhibition | Q15788 | HEK293 GAL4-SRC1 luciferase reporter, luminescence | inhibition, % at 3.6 µM | hit rate 0.12% among 360,000 | AID 588354;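 active = inhibition above the campaign mean plus 3 SD, with each screening campaign given its own cutoff, cut at about 60% in these data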;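 note: 0% = DMSO treated cells and 100% = gossypol at 36 µM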
LRH-1 inv ag = NR5A2 inverse agonism in reporter assay | O00482 | HEK293T StAR-luciferase reporter, LRH-1 transfected, 24 h | inhibition, % at 3.6 µM | hit rate 0.13% among 360,000 | AID 602396;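 active = inhibition above the mean inhibition of all tested compounds plus 3 SD, cut at about 73% in these data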;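 note: 0% = DMSO wells and 100% = reporter-only cells lacking LRH-1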
ABHD5-PLIN5 inh = ABHD5-PLIN5 protein interaction inhibition | Split G. princeps luciferase complementation, luminescence, 4 h | Q00G26+Q8WTS1 | AID 602281 | inhibition, % at 4 µM | hit rate 0.78% among 360,000;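 active = inhibition above the mean inhibition across every tested compound plus 3 SD, cut at about 22% in these data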;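 note: 0% = DMSO only wells and the 100% control is not disclosed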
SRC2 inh = human SRC2 (NCOA2) inhibition | hit rate 0.17% among 370,000 | HEK293 GAL4-SRC2 luciferase reporter, luminescence | inhibition, % at 9 µM;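 active = inhibition above the mean inhibition of all tested compounds plus 3 SD, set per campaign, cut at about 52% in these data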;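 note: 0% = DMSO treated cells and 100% = cells given Gossypol at 36 µM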
MC4R antag cAMP = antagonists of human melanocortin 4 receptor (MC4R) | P32245 | MC4R-expressing cells, MTII-stimulated cAMP, LANCE TR-FRET | inhibition, % at 6.5 µM | hit rate 0.48% among 360,000 | AID 540295;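 active = inhibition above its plate's cutoff, the mean of tested wells on that plate plus 3 SD, cut at about 29% in these data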;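 note: 0% = Melanotan II alone and 100% = Melanotan II plus saturating MCL0020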
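system = U2OS cells with stable human MC4R expression | also added = Melanotan II challenge after compound preincubation | dosing = one concentration, 6.5 µM nominal | incubation = compound 30 min, challenge 1 h, detection 1 h | measured by = TR-FRET with Eu-cAMP and labeled anti-cAMP, 671 nm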
Active calls of the source: *; . = not tested or not shown.

no.	NR2F2 inh	MC4R ag barr	NOD2-RIPK2 inh	EBV LMP1 NFkB	SRC3 inh	TLR9-MyD88 block	SRC1 inh	LRH-1 inv ag	ABHD5-PLIN5 inh	SRC2 inh	MC4R antag cAMP	canonical_smiles
1	-3	1.5	-1	-4	7	11	14	-1	13	-18	5	COc1ccccc1NS(=O)(=O)c1cccc(C(=O)N/N=C/c2ccc(C)o2)c1
2	54*	-0.4	-2	18	9	-4	5	29	0	4	9	CCn1nc(C)cc1C(=O)NC1CCCc2c1cnn2-c1ccc(C)c(C)c1 (configuration not stated)
3	-25	-0.6	-3	-32	-101	-9	-90	-61	1	-55	14	O=C(N/N=C/c1cn(-c2ccccc2)nc1-c1cc2ccccc2o1)c1cccnc1
4	-6	-2.6	-2	-2	14	5	-11	5	1	9	-2	Cc1ccc(/C=C/C(=O)O)cc1S(=O)(=O)Nc1ccccc1C(=O)O
5	26	-1.4	1	-5	-4	.	-4	6	1	16	-2	C[C@@H]1CN(c2nc3nonc3nc2N2CCSCC2)C[C@H](C)O1
6	6	-0.5	-7	-11	10	-2	10	15	-4	14	2	Cc1ccc(CSCC(=O)Nc2cc(S(=O)(=O)N3CCOCC3)ccc2OCC(F)(F)F)cc1
7	-9	-1.0	-9	-1	-6	9	-11	-11	-3	8	2	O=S(=O)(NCc1ccccc1Cl)c1cccs1
8	-10	2.0	6	3	14	-7	-4	1	1	-6	6	CCc1ccc2c(c1)C(O)(CC(=O)c1cccs1)C(=O)N2 (configuration not stated)
9	-30	-2.4	-3	1	3	-6	-15	10	-6	-10	22	O=C(NCCC1=CCCCC1)c1cc2ccccc2oc1=O
10	-9	0.4	4	-7	-3	0	-2	13	4	-1	11	CC(C)(C)OC(=O)N1CCCC1C(=O)N1CCc2ccccc21 (configuration not stated)
11	-9	0.5	0	3	9	-4	-8	8	-6	-24	-1	COC(=O)CN(c1ccc(C)cc1)S(=O)(=O)c1c(C)[nH]c(=O)[nH]c1=O
12	-21	-0.2	2	-2	-79	4	-120	-93	0	-59	12	O=S(=O)(Cc1nc2ccccc2s1)c1ccccc1
13	-6	-1.6	-2	.	4	.	10	5	3	-4	-2	COc1ccc(NC(=O)C2(C)CCN2C(=O)Cc2ccc(Cl)cc2Cl)cc1OC (configuration not stated)
14	7	-0.6	1	8	5	-10	-8	17	-6	-2	-2	CC(C)(C)OC(=O)[C@H]1[C@H](c2ccc([N+](=O)[O-])cc2)C2(C(=O)c3ccccc3C2=O)C2c3ccccc3C=NN21 (some centres not stated)
15	9	-3.7	1	-8	4	-8	-6	-12	-4	-13	19	O=C(COC(=O)CNC(=O)c1cccc(OC(F)F)c1)NNC(=O)c1ccccc1
16	-2	0.3	3	-16	-18	6	4	3	-2	-1	8	Cc1cc(NC(=O)CCN2CCCCC2)ccc1Br
17	-9	0.3	-7	4	-8	3	-6	-18	1	-39	4	O=C1CC(NS(=O)(=O)c2cccs2)CN1c1ccc(F)cc1 (configuration not stated)
18	5	-0.2	-4	-5	3	5	-15	-4	-1	-13	11	Cn1nc(SCc2ccccc2)c(=O)[nH]c1=O
19	0	-0.8	3	4	14	6	7	-46	-3	-3	-3	OCCn1c(SCCOc2ccccc2F)nc2ccccc21
20	-21	-1.2	-1	-2	-1	0	-10	37	-3	-20	6	COc1ccc(NC(=O)CSc2nc3sc(C)cc3c(=O)n2C)cc1
21	-8	2.3	-2	4	-3	-4	-19	-32	-2	-14	12	C/C(=N\O)C1(C)N(O)C(C)(C)C(c2ccc(Br)cc2)=[N+]1[O-] (configuration not stated)
22	17	0.6	5	-3	8	-1	-14	29	4	-4	14	Cc1[nH]c2ccccc2c1C(=O)C(C)OC(=O)c1ccc([N+](=O)[O-])o1 (configuration not stated)
23	7	1.1	6	4	2	8	-13	7	-6	10	9	CC(CNC(=O)CCC(=O)N1CCOc2ccc(Cl)cc21)c1ccccc1 (configuration not stated)
24	18	-0.2	-14	3	14	1	-17	10	-4	-4	-2	O=S(=O)(c1cccc(F)c1)N1CCN(Cc2ccc3c(c2)OCO3)CC1

Arranged by length of the SMILES (descending): some entries from above
no.	NR2F2 inh	MC4R ag barr	NOD2-RIPK2 inh	EBV LMP1 NFkB	SRC3 inh	TLR9-MyD88 block	SRC1 inh	LRH-1 inv ag	ABHD5-PLIN5 inh	SRC2 inh	MC4R antag cAMP	canonical_smiles
24	18	-0.2	-14	3	14	1	-17	10	-4	-4	-2	O=S(=O)(c1cccc(F)c1)N1CCN(Cc2ccc3c(c2)OCO3)CC1
17	-9	0.3	-7	4	-8	3	-6	-18	1	-39	4	O=C1CC(NS(=O)(=O)c2cccs2)CN1c1ccc(F)cc1 (configuration not stated)
16	-2	0.3	3	-16	-18	6	4	3	-2	-1	8	Cc1cc(NC(=O)CCN2CCCCC2)ccc1Br

More compounds follow.
no.	NR2F2 inh	MC4R ag barr	NOD2-RIPK2 inh	EBV LMP1 NFkB	SRC3 inh	TLR9-MyD88 block	SRC1 inh	LRH-1 inv ag	ABHD5-PLIN5 inh	SRC2 inh	MC4R antag cAMP	canonical_smiles
25	-9	.	-7	.	-10	.	-4	0	1	2	.	Cc1cn([C@H]2C[C@H](O)[C@@H](CCC(=O)NCC(c3ccccc3)c3ccccc3)O2)c(=O)[nH]c1=O
26	8	0.9	-4	19	11	-4	7	-1	3	4	27	Cc1ccc(S(=O)(=O)NC(C)C(c2cccs2)N2CCN(C)CC2)cc1 (configuration not stated)
27	0	0.1	5	0	3	-3	-13	-4	-7	8	1	Cc1ccc(Cn2c(SCC(=O)NCC3CCCO3)nc3c(sc4ccccc43)c2=O)cc1 (configuration not stated)
28	-7	-1.6	-5	4	9	-5	-3	-1	2	-9	1	Cc1cc(C)nc(NC(=O)c2c(-c3c(Cl)cccc3Cl)noc2C)n1
29	3	0.4	7	-2	14	-4	-6	22	4	-8	0	Cc1ccc(C(C)C)c(OCC(=O)OCC(=O)NC2CCS(=O)(=O)C2)c1 (configuration not stated)
30	-13	-0.2	1	-8	-11	-10	5	-20	5	-31	-6	C=CCOc1ccc(/C(CC)=N/O)c(OC)c1
31	9	-1.4	-17	1	22	-9	8	-2	-3	19	-2	CCc1cccc(CC)c1N(COC)C(=O)Cn1nnc2ccccc21
32	-9	-0.9	-11	-2	-1	-1	-11	-3	3	9	-2	Cc1cc(Nc2ccc(O)cc2)n2c(nc3ccccc32)c1C#N
33	-8	1.7	5	-2	-11	-5	-4	18	3	5	-2	COc1cc(OC)cc(-n2nnnc2SCC(=O)Nc2ccc(C(C)=O)cc2)c1
34	1	0.9	-5	-2	-3	-3	-3	-6	0	-24	-3	CC(C)C[C@H]1COCCS(=O)(=O)N1Cc1cccc(Cl)c1
35	9	1.5	-2	4	-12	-4	7	-23	3	-3	-3	COc1ccc(Cl)cc1NC(=O)CCCn1c(=O)c2cccn2c2cccnc21
36	-10	-0.1	-12	2	-18	-2	-3	-11	-3	9	7	CCOc1ccccc1N1CC(C(=O)N(CC)C2CCS(=O)(=O)C2)CC1=O (configuration not stated)
37	19	-2.7	0	7	-8	0	10	13	1	-7	5	COc1ccc(-c2nn3c(COc4ccccc4)nnc3s2)cc1OC
38	-15	-1.0	-7	-2	13	11	-4	14	-1	-3	4	CCC1(CC)Cc2ccccc2-c2nc(NCCCO)[nH]c(=O)c21
39	-27	-3.1	-3	-4	-18	-5	-12	4	6	14	0	COc1ccc(Br)c(C(=O)NCC2CCCCC2)c1
40	22	-0.3	-10	8	16	-9	-1	15	2	-14	5	CCOc1ccc(NC(=O)Cn2nnc(C(=O)NCc3ccccc3OC)c2N)cc1
41	-3	-2.3	0	-7	-18	0	-9	-22	-4	-22	-4	COC(=O)c1ccccc1NC(=S)NC(=O)COc1ccc(C)cc1
42	-18	-0.2	-7	5	0	-4	-10	11	4	-19	8	O=C(NNC(=O)c1ccc(S(=O)(=O)N2CCCC2)cc1)c1ccc(Br)cc1
43	6	-0.5	-4	-5	4	3	10	6	4	-28	14	COc1ccc(C(=O)NCC(=O)OC2CCCCC2=O)cc1 (configuration not stated)
44	70*	-0.6	-9	31	66*	-1	65*	68	3	56*	14	Cc1ccc(NC(=O)c2cc(C)n(-c3ccccc3)c2C)cc1
45	11	-1.2	-5	2	-4	5	-15	0	5	6	3	CCCS(=O)(=O)c1c(S(=O)(=O)CCC)c2ccc(C(C)=O)cn2c1C(=O)OC
46	-6	-1.7	-7	0	7	1	-10	-6	1	-14	5	CCS(=O)(=O)Nc1ccc(NC(C)=O)cc1
47	6	-1.5	0	0	-6	5	-2	-11	-3	9	20	COCCCNC(=S)NC1CC2CCCC(C1)N2Cc1cccs1 (configuration not stated)
48	-4	-0.7	10	9	5	-6	9	6	-14	15	-1	COc1ccc(CNC(=O)C2=CC(c3ccc(OC)cc3)=NS(=O)(=O)N2C)cc1
49	-13	0.8	-4	5	6	4	11	3	-2	17	4	CCC1(CC)Cc2ccccc2-c2nc3ccccc3c(=O)n21
50	-1	-1.0	-11	4	6	3	13	5	-3	25	3	COc1ccccc1C(NC(=O)CC(C)C)c1c(O)ccc2ccccc12 (configuration not stated)
51	20	-1.9	8	10	10	0	-3	12	-1	15	2	O=C(c1ccc(S(=O)(=O)c2ccccc2Cl)c([N+](=O)[O-])c1)N1CCCCCC1
52	5	-2.3	-9	1	7	3	-29	0	1	3	2	O=C(/C=C/c1ccc(F)cc1)N1CCCN(C(=O)/C=C/c2ccc(F)cc2)CC1
53	-3	0.0	-7	5	4	3	-9	18	-5	-10	-3	Cc1ccccc1NC(=O)CN(C)S(=O)(=O)c1cccc2cccnc12

Source: PubChem (several laboratories)

An excerpt (hit frequency here may not be typical).
